SF1 activator – activators of human nuclear receptor SF-1; hit rate 1.9% among 65,000; activation, % at 10 µM; Q13285; CHO-K1 Gal4-SF-1 LBD luciferase reporter; % increase over DMSO SF-1-specific signal;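 active = activation above the mean activation of all tested compounds plus 3 SD, cut at about 50% in these data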
Target sequence (Q13285 whole entry, looked up, the tested form may be a part): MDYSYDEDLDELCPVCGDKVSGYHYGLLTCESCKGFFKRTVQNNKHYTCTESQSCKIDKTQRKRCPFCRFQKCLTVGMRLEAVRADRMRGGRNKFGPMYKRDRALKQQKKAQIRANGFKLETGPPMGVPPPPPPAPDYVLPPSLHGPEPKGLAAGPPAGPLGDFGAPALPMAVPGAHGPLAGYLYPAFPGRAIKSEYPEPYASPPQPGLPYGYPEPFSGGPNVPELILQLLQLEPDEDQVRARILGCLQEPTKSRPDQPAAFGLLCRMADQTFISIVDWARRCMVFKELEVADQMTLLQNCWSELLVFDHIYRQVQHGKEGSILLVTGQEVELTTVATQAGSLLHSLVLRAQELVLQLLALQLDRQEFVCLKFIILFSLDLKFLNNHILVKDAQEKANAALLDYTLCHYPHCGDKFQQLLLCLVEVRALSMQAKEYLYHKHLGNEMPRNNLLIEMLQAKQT
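Test system: CHO-K1 cells with Gal4–hSF-1 LBD chimera plus Gal4-driven luciferase; Input: 4,000 cells/well; Compound: 10 µM only; Times: 20 h compound treatment, 37 °C; Measured by: steady-glow luciferase luminescence, read after 15 min reagent incubation; Measure: percent activation versus DMSO; Control set: DMSO and mock-transfected background; Replicates: one test per compound.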
M1 antagonist – M1 muscarinic receptor (rat) antagonism; P08482; CHO-M1 cells, Fluo-4 calcium, ACh EC80 antagonist mode; stronger effect = lower value; B-score at 10 µM; hit rate 3.4% among 64,000;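 active = calcium fluorescence response, raw or row-and-column corrected B-score, differing from the plate sample mean either way at a set confidence level, mostly lower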
Ecoli tolC – growth inhibitors of E. coli BW25113 tolC mutant; OD615; growth inhibition, % at 10 µM (by protocol); hit rate 2.2% among 65,000;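 active = growth inhibition at or above a cutoff equal to the mean over every tested compound plus 3 SD, cut at about 60% in these data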;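 also: growth measured after 20 h incubation at 37 °C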
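Test system: tolC-deleted E. coli BW25113 | Medium: LB with kanamycin 50 µg/mL | Compound dosing: Single concentration, 10 µM final per compound | Schedule: 37 °C, 20 h exposure | Measured by: OD at 615 nm | Evaluation: Percent growth inhibition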
D1 allo mod – allosteric modulators of human D1 dopamine receptor | B-score at 10 µM | hit rate 5.9% among 58,000 | AID 641 | HEK293 D1, CRE-luciferase, dopamine EC30 potentiation; actives deviate in either direction;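 active = luminescence count or its row- and column-corrected plate score outside the 99.7% band of the plate's sample wells, on either side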
Target sequence (P21728 whole entry, looked up): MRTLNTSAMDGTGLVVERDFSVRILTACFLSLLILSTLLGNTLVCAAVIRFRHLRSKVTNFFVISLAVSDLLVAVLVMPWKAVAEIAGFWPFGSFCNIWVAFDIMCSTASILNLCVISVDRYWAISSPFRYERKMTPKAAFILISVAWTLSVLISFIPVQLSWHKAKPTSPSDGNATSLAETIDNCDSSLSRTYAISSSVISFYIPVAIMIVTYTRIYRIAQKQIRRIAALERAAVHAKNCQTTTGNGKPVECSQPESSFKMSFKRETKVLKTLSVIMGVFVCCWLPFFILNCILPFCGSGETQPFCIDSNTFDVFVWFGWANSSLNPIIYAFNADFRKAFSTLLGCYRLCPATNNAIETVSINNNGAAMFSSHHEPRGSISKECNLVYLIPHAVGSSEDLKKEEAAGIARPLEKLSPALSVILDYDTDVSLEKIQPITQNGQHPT
HEK293 NFkB inh – inhibitors of the PMA/ionomycin-induced NF-kB reporter in HEK293 cells; HEK-293 NF-kB luciferase reporter, luminescence; inhibition, % at 3 µM; hit rate 0.21% among 62,000; AID 465;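 active = inhibition above the mean of all tested compounds plus 3 SD, cut at about 40% in these data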;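 also: 0% = stimulated DMSO wells and 100% = 10 µM reference inhibitor 5653914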
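System – HEK-293 cells with stable firefly luciferase reporter driven by four HIV NF-kB elements · Doses – one dose, 3 µM · Schedule – 1 h compound pre-incubation, 16 h PMA/ionomycin at 37 °C · Technique – luminescence from luciferase substrate reagent · Measure – percent inhibition normalized per plate to DMSO and reference-inhibitor controls · Replicates – tested once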
Jurkat tox 60K – cytotoxicity toward Jurkat cells | Jurkat E6.1 viability, ATP luminescence, 48 h | inhibition, % at 4 µM | hit rate 1.2% among 56,000 | AID 463;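 active = inhibition above the mean inhibition of all tested compounds plus 3 SD, cut at about 28% in these data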
NADH enzymes – blocks coupling enzymes of NAD/NADH assays; coupled PK/LDH NADH assays, four targets; IC50, µM (highest dose often 10 µM), inactives show at the highest dose inhibition; hit rate 0.02% among 65,000; AID 774;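 active = single-dose screening hits from any of four coupled enzyme assays that gave an IC50 when retested across doses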;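 also: the DPM-DC format reads NADH fluorescence rather than 340 nm absorbance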
TNAP act DEA – human TNAP activation, intermediate phosphate acceptor | P05186 | purified TNAP, CDP-star luminescence, 100 mM DEA, 30 min; stronger effect = higher value; scale: 0 levamisole-inhibited, 1 vehicle-only enzyme | activation factor at 20 µM | 64,000 tested, under 10 active | AID 813;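 active = activation factor of at least 2 at 20 µM, relative to controls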
M1 agonist – agonists of M1 muscarinic receptor; CHO-M1 cells, Fluo-4 calcium fluorescence, agonist mode; stronger effect = higher value; B-score at 10 µM; AID 626; hit rate 3% among 64,000;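 active = fluorescence rise, raw or as B-score row- and column-corrected plate score, outside the 99.7% band of its plate's samples, either direction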
The depositor's hits bear a star; x = not tested or not shown; [ ] = another dose, or the depositor's remark.

SMILES	SF1 activator	M1 antagonist	Ecoli tolC	D1 allo mod	HEK293 NFkB inh	Jurkat tox 60K	NADH enzymes	TNAP act DEA	M1 agonist
Cc1cc(C)c(C#N)c(SCc2ccc(C#N)cc2)n1	-10	-1	-14	7.4*	20	7	2%	0.8	1.3
Cc1nc2sc(C(c3cccc(F)c3)N3CCC(O)CC3)c(O)n2n1 (configuration not stated)	-1	0.081	-18	0.043	14	9	5%	0.8	0.51
CC1(C)OC(C(N)=O)C(C(N)=O)O1 (configuration not stated)	-1	0.32	-8	x	-7	-7	4%	1.1	0.035
O=C(CSc1ncccn1)NCc1ccccc1	0	1.5	-8	-0.67	10	-3	6%	1	0.55
C=CCN1CCN(C(c2cc(OC)ccc2OC)c2nnnn2CC2CCCO2)CC1 (configuration not stated)	5	-0.13	-14	-0.32	-2	1	9%	1	0.23
O=C(Nc1nnc(Cc2ccccc2)s1)c1cccs1	81*	-0.079	-6	0.041	-2	10	7%	0.9	0.3
CCOC(=O)/C=C1\SCC(=O)N1CCOc1cccc(Br)c1	5	-0.78	26	-0.25	5	x	6%	0.9	-0.08
CN1CCN(CCCNC(=O)CCCOc2cc(=O)n(C)c3ccccc23)CC1	-4	0.17	-13	-0.58	-2	2	6%	0.9	0.25
CCOc1cc(C(=O)NCCN2CCOCC2)cc(OCC)c1OCC	-4	0.0011	-4	-0.068	10	-5	18%	1	0.77
O=C(O)C(CC(=O)N1CCOCC1)NCc1ccccc1 (configuration not stated)	1	x	-14	0.041	12	-3	8%	1	x
Fc1ccccc1N1CCN(Cc2nc(-c3ccc(Cl)cc3Cl)no2)CC1	-4	-0.08	20	0.09	-10	2	2%	1	-0.5
COc1cc(C2C(C#N)=C(N)Oc3cc(C)n(Cc4ccccn4)c(=O)c32)cc2c1OCO2 (configuration not stated)	2	-10*	7	0.052	x	x	4%	0.9	34*
O=C(O)CCn1c(-c2ccccc2)cc2c1CCCC2=O	-11	0.72*	-10	x	7	-5	3%	0.9	0.45
COC(=O)CCS(=O)(=O)c1cc(Cl)ccc1Cl	-1	0.42	-1	-0.38	8	-3	9%	1	-0.16
COc1cccc(-c2cc(C(=O)Nc3cc(C)on3)no2)c1	-5	0.19	-8	0.41	10	-1	7%	1	-0.17
O=S(=O)(c1ccc2nc(-c3ccco3)c(-c3ccco3)nc2c1)N1CCOCC1	4	-0.032	20	0.8	12	10	10%	0.9	1.8
CCOc1ccc2nc(N3CCC(C(=O)N4CCN(c5ncccn5)CC4)CC3)sc2c1	18	0.31	8	-0.45	9	-3	8%	1	-0.52
O=C(CSc1nnc(-c2ccco2)n1-c1ccccc1)NCc1ccc2c(c1)OCO2	8	0	-2	x	8	16	5%	1	0.91
COc1cc2c(=O)n(CC3CCCO3)c(=O)n(CC(=O)Nc3ccc(F)cc3F)c2cc1OC (configuration not stated)	17	0.77	-12	0.23	2	0	8%	0.9	-0.61
CC(C)CCNC(=O)c1cccc(Cl)c1	-2	-0.56	-2	0.053	5	-4	0%	0.9	0.33
COc1cccc(CNC(=O)C2CCN(S(=O)(=O)N3CCCC3)CC2)c1	-5	-0.5	-11	1.1	26	4	5%	1	-1.6
O=C(c1ccco1)N1CCN(CC(=O)N2c3ccccc3CCc3ccccc32)CC1	2	-0.57	8	x	-1	0	5%	0.9	0.0099
S=c1[nH]c2ncccc2o1	-2	-0.34	-10	-0.44	11	0	4%	0.9	-0.058
CCCCSc1nnc(C)c(=O)[nH]1	-12	0.48	8	-0.5	8	x	5%	0.9	-0.095

Some of the entries so far, with two lines to a compound.
Values in the order: SF1 activator	M1 antagonist	Ecoli tolC	D1 allo mod	HEK293 NFkB inh	Jurkat tox 60K	NADH enzymes	TNAP act DEA	M1 agonist
O=S(=O)(c1ccc2nc(-c3ccco3)c(-c3ccco3)nc2c1)N1CCOCC1
 : 4	-0.032	20	0.8	12	10	10%	0.9	1.8
CCOc1ccc2nc(N3CCC(C(=O)N4CCN(c5ncccn5)CC4)CC3)sc2c1
 : 18	0.31	8	-0.45	9	-3	8%	1	-0.52
O=C(CSc1nnc(-c2ccco2)n1-c1ccccc1)NCc1ccc2c(c1)OCO2
 : 8	0	-2	x	8	16	5%	1	0.91

New compounds follow:
SMILES	SF1 activator	M1 antagonist	Ecoli tolC	D1 allo mod	HEK293 NFkB inh	Jurkat tox 60K	NADH enzymes	TNAP act DEA	M1 agonist
Cc1ccc(N2CC(C(=O)OCC(=O)C(C)(C)C)CC2=O)cc1 (configuration not stated)	2	0.35	7	x	9	x	4%	0.8	-0.78
CN1CCN(CC(=O)Nc2c(C(=O)C3CC3)oc3ccccc23)CC1	5	-1.8	0	2.3	-1	0	5%	0.9	1.4
O=C(O)c1ccc(N2C(=O)CC(Cc3ccccc3)C2=O)cc1 (configuration not stated)	-6	0	1	-0.24	14	x	3%	1	-0.72
O=C(O)c1cccc(N2CCCC2=O)c1	-6	0.054	-16	0.084	3	-8	7%	1	-0.53
CC1(C)CC(=O)C(C(C2=C(O)CC(C)(C)CC2=O)c2cccnc2)C(=O)C1 (configuration not stated)	-6	0.43	-25	0.085	24	-4	7%	0.9	-0.36
COc1ccc(OC)c(S(=O)(=O)N2CCC(C(=O)N3CCN(Cc4ccccc4)CC3)CC2)c1	12	-0.12	-18	-5.1*	17	5	5%	1	-0.036
Cc1ccnc(N2C(=O)OC(C)(C)C2(C)O)c1 (configuration not stated)	-13	x	-20	-0.6	6	3	6%	0.8	x
CCn1c2ccccc2c2cc(NC(=O)CSc3nnc(-c4ccccc4OC)n3N)ccc21	0	0.59	33	0.2	9	5	8%	0.9	0.99
CCCOc1ccc(C(=O)Nc2cc(-c3nn4c(C)nnc4s3)ccc2C)cc1	15	0.041	13	-1.7	14	-1	3%	1	-1
COc1ccc(-c2nc(SC)n(S(=O)(=O)c3ccccc3)n2)cc1	49	0.1	40	1.9	1	-9	2%	0.9	-0.27
CCSc1ncc(C#N)c(=O)[nH]1	-14	-0.022	-10	-0.045	2	-5	2%	0.9	-0.0077
CC(C)COP(=O)(c1ccc(N(C)C)cc1)C(O)c1ccccn1 (configuration not stated)	27	0.28	-17	0.14	-8	-4	6%	0.9	0.64
Cc1cc(C)n2nc(S(=O)(=O)N(C)Cc3ccccc3)nc2n1	2	0.021	-7	-0.1	1	-7	2%	0.8	1
Cc1nn(-c2ccccc2)c(C)c1C(=O)Nc1nnc(-c2ccco2)o1	25	-0.3	65*	0.74	13	33*	3%	1	-0.15
OCCNCc1ccc(OC2CCCC2)cc1	14	0.12	-6	-0.23	6	0	3%	1.1	-0.89
COc1ccc(CN2CCC(CNC(=O)NC3CCCCC3)CC2)cc1	4	-0.32	-16	0.087	12	-2	6%	0.9	0.33
O=C(O)c1ccc(S(=O)(=O)Cc2ccccc2)cc1	-10	1.6	-4	x	15	3	2%	0.8	-0.083
O=C(Nc1ccc2c(c1)ncn2C1CCCCC1)c1ccco1	40	0.022	4	0.00093	-6	-7	5%	0.9	-0.72
Brc1ccc(NCc2nnc3n2CCCCC3)cc1	7	0.0058	-8	1.3	6	7	5%	0.9	0.46
CC(C)C(NC(=O)c1cccs1)c1nnc(SCC(=O)Nc2nccs2)n1C (configuration not stated)	3	0	-5	-0.96	9	5	5%	0.9	-0.19
CCC(=Nc1ccc(Cc2ccncc2)cc1)c1c(O)n(C)c(=O)n(C)c1=O	-15	-2.9*	13	-0.48	19	-2	7%	0.8	7.7
COc1ccc(Cc2nnc(NC(=O)c3ccco3)s2)cc1OC	4	0.13	6	3.9	3	-2	6%	1	-1.1
O=C(c1cccs1)N1CCN(C(=O)C2CCCO2)CC1 (configuration not stated)	13	-0.67	x	0.063	11	-6	x	1	-0.57
Cc1c(NC(=O)c2ccc3c(c2)OCO3)c(=O)n(-c2ccccc2)n1C	x	0.45	-3	x	x	x	7%	1	0.44

Limited to HEK293 NFkB inh and TNAP act DEA, for 7 of the compounds above:
smiles	HEK293 NFkB inh	TNAP act DEA
Cc1cc(C)n2nc(S(=O)(=O)N(C)Cc3ccccc3)nc2n1	1	0.8
Cc1nn(-c2ccccc2)c(C)c1C(=O)Nc1nnc(-c2ccco2)o1	13	1
OCCNCc1ccc(OC2CCCC2)cc1	6	1.1
COc1ccc(CN2CCC(CNC(=O)NC3CCCCC3)CC2)cc1	12	0.9
O=C(O)c1ccc(S(=O)(=O)Cc2ccccc2)cc1	15	0.8
O=C(Nc1ccc2c(c1)ncn2C1CCCCC1)c1ccco1	-6	0.9
Brc1ccc(NCc2nnc3n2CCCCC3)cc1	6	0.9

Continuation:
SMILES	SF1 activator	M1 antagonist	Ecoli tolC	D1 allo mod	HEK293 NFkB inh	Jurkat tox 60K	NADH enzymes	TNAP act DEA	M1 agonist
COC(=O)CS(=O)(=O)c1nnc([C@H](Cc2ccccc2)NC(=O)OC(C)(C)C)o1	-18	0.43	-6	-0.038	12	9	2%	0.8	0.8
O=C(NCCN1CCOCC1)c1ccc2c(c1)N(Cc1ccccc1)CCS2	16	-0.62	18	-0.57	12	0	9%[fluoresces]	0.9	-0.72
Cc1ccc(CNc2ccc3c(c2)ncn3C)cc1	57*	x	24	-0.78	-26	3	6%	1	x
COCCn1c(C)cc(C(=O)CSc2nnc(-c3cccnc3)n2-c2ccccc2F)c1C	7	-0.75	2	-0.55	18	3	0%	1	-1
CC(=O)c1cccc(NC(=O)C2CCCN(S(=O)(=O)c3cccc4cccnc34)C2)c1 (configuration not stated)	13	-0.016	17	0.13	16	-6	3%	0.9	6.6*
Cc1cc(N2CCN(c3ccccc3)CC2)nc(-c2ccccc2)n1	-14	-0.79	77*	0.37	0	-3	4%	0.9	-2.6
COc1ccccc1C(=O)Nc1ccc2c(c1)nc(CN1CCN(C(C)=O)CC1)n2C	16	0.45	-3	-0.047	12	2	4%	0.9	0.58
Cn1c(=O)c2c(nc(NCCO)n2C)n(C)c1=O	11	1.2	3	0.34	-9	-2	1%	0.9	0.04
Cc1cc(-c2nnc3sc(C4CCCCC4)nn23)n[nH]1	-12	-0.13*	-12	7.8*	4	8	3%	1.1	-0.075
CC(=O)OC12CC3CC(C1)C(=NO)C(C3)C2	2	0.087	11	0.11	x	x	6%	1	0.89
CCOc1cc(N2CCOCC2)c(OCC)cc1NC(=O)COC(=O)c1cc(C)oc1C	-2	-0.068	-8	-0.79	2	-7	6%	0.9	-0.3
COc1cc(C)nc(Oc2ccc(OCc3ccccc3)nn2)n1	x	x	-2	0.0064	x	x	4%	1	x
COC(=O)CSc1nnc2c3c4c(sc3nc(-n3nc(C)cc3C)n12)COC(C)(C)C4	-3	-0.016	4	0.049	2	-8	7%	0.8	-0.37

4 entries from above, with two lines to a compound.
The line under a structure holds: SF1 activator | M1 antagonist | Ecoli tolC | D1 allo mod | HEK293 NFkB inh | Jurkat tox 60K | NADH enzymes | TNAP act DEA | M1 agonist
- COC(=O)CS(=O)(=O)c1nnc([C@H](Cc2ccccc2)NC(=O)OC(C)(C)C)o1
    -18 | 0.43 | -6 | -0.038 | 12 | 9 | 2% | 0.8 | 0.8
- O=C(NCCN1CCOCC1)c1ccc2c(c1)N(Cc1ccccc1)CCS2
    16 | -0.62 | 18 | -0.57 | 12 | 0 | 9%[fluoresces] | 0.9 | -0.72
- Cc1ccc(CNc2ccc3c(c2)ncn3C)cc1
    57* | x | 24 | -0.78 | -26 | 3 | 6% | 1 | x
- COCCn1c(C)cc(C(=O)CSc2nnc(-c3cccnc3)n2-c2ccccc2F)c1C
    7 | -0.75 | 2 | -0.55 | 18 | 3 | 0% | 1 | -1

Screening data (PubChem)

No enrichment for hits. Share with any hit: about 15%.
